# IkB signaling – suppresses IkB signaling in ABC-DLBCL reporter cells. ABC-DLBCL IkBa-CBG/CBR dual luciferase ratio, 4 h; response scale: scaled: untreated 0%, proteasome inhibitor 100%. Potency, µM (doses to about 57.1 µM), for inactives: top-dose IkBa stabilization activation. actives 0.04% (n = 110,000); active means well fitted curve in the direction sought with a large enough effect in the signal ratio, not every such curve was filed as active; inconclusive means small, poorly fitted or top-dose-only effect, or a change in a side signal; the % refers to the signal ratio;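 further: the direction sought is a rising ratio; 0% = basal untreated cells and 100% = reference inhibitor full response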
#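 Curves were fitted separately to fusion (green), unfused (red) and ratio luminescence, then classed by r2, magnitude and activity. Cells: OCI-Ly3, 4 h compound plus doxycycline at 37C; 10 uM MG-132 defined full response.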
# Peg3 imprint – genomic imprint erasure induction | mouse ES Peg3-LacZ reporter, beta-gal luminescence, 40 h | Potency, µM (series often up to 60.7 µM), inactives show at the highest dose activity change, positive = activation, usual class: activators | actives 0.02% (n = 110,000) | AID 1948;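 further: 0% = negative control wells on the plate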
#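 Gelatin-coated wells received 300 freshly trypsinized female ES cells with a Peg3LacZ-Neo reporter on the maternal allele, then incubated 40 hours at 37C. BetaGlo was added for 5 minutes at room temperature before a single luminescence read.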
# p53ts 32C kill – p53ts cell cytotoxicity, permissive temperature; H1299-p53A138V at 32C, ATP luminescence viability, 24 h; Potency, µM (top dose mostly 46.1 µM), for inactives: top-dose activity change, negative = cytotoxicity, actives largely listed as cytotoxic; actives 0.93% (n = 130,000); AID 924;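 further: 0% = DMSO and -100% = full killing by reference compound; nearly all actives have a fitted effect of over 55% in size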
#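 ATP-content luminescence (ATPlite) read-out after 24 h compound exposure at 32C in H1299-p53A138V cells (600/well). Tested up to 46 uM. Normalized to DMSO (0%) and 100 uM tamoxifen (100% killing); Hill-fit AC50.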
# p53ts 39C kill – kills p53ts cells at the nonpermissive temperature; H1299-p53A138V viability at 39C, ATP luminescence, 24 h; Potency, µM (titrated, usually from 46.1 µM), for the others: top-dose activity change, negative = cell killing, most hits filed as cytotoxic; actives 1.5% (n = 130,000); further: nearly all actives have a fitted effect of over 55% in size
# Numbers without * were called inactive; u = inconclusive; x = no result given; & = joins results of further samples; [ ] = another dose, or the depositor's remark. Unless noted, the call rests on the fitted dose curve; in most records, active means well fitted curve in the direction sought with a large enough effect; inconclusive means small, poorly fitted or top-dose-only effect, or another doubt; inactive means no such curve, though single readings can be large; an effect the other way counts as inactive or inconclusive. Unless noted, on the % scale 0 is the no-effect control and ±100 the full control effect; potency means the concentration at half of the fitted maximal effect.
nr	Molecule	IkB signaling	Peg3 imprint
1	COc1ccccc1CNC(=O)C1CCCN(c2nnc(C)c3c(C)n(-c4ccccc4)nc23)C1 (stereo unspecified)	u	3%[10.9 µM]
2	CCSc1nnc(NC(=O)c2ccccn2)s1	u	-85%[inhibitor]
3	O=S(=O)(c1cccs1)N1CCN(CC(O)COc2cc(Cl)ccc2Cl)CC1 (stereo unspecified)	u	-21%
4	CCOc1ccc(NC(=O)Cn2c(=O)cc(C)c3c(C)nn(-c4cccc(Cl)c4C)c32)cc1	-1.1%	-14%[10.9 µM]
5	CCc1ccccc1NC(=O)C1CCCN(S(=O)(=O)c2ccc3[nH]c(=O)ccc3c2)C1 (stereo unspecified)	u	-9%[10.9 µM]
6	FC(F)(F)c1ccccc1-c1cncnc1NCc1cccs1	0.7%[11.4 µM]	-16%
7	O=C(NCC12CC3CC(CC(C3)C1)C2)c1cc2n(n1)C(C(F)(F)F)CC(c1ccco1)N2 (stereo unspecified)	3.6%	-21%
8	CCOC(=O)N1CCN(C(=O)CSCC(=O)Nc2nc(-c3ccc(OC)cc3)cs2)CC1	u	-31%[inhibitor]

nr	p53ts 32C kill	p53ts 39C kill
1	-7%	-15%
2	10µM*	10µM*
3	-8%	-6%
4	8%	-5%
5	-22%	-20%
6	5%	3%
7	-30%	20µM*
8	-13%	-17%

# Next part:
nr	Molecule	IkB signaling	Peg3 imprint
9	Cc1ncc(CN=Cc2ccc(Cl)cc2)c(N)n1	-0.4%[11.4 µM]	-9%[10.9 µM]
10	COC(=O)c1ccc(NC(=O)C2CCCO2)cc1 (stereo unspecified)	-0.4%	-9%
11	C[C@@H]1CCc2cc(F)cc3c(=O)c(C(=O)O)cn1c23	1.2%[25.6 µM]	-9%[16.8 µM]
12	CCOc1cc(C(=O)OCC(=O)NCc2ccco2)cc(OCC)c1OCC	1.9%	-13%
13	COc1ccc(S(=O)(=O)N(C)Cc2nc(-c3cccc(C)c3)no2)cc1	u	-14%[10.9 µM]
14	CCOC(=O)Cn1c(=O)cc(-c2ccccc2)c2c(C)nn(C)c21	u	-3%[10.9 µM]
15	NNC(=O)CCS(=O)(=O)c1ccc2ccccc2c1	x	x
16	C=CCCCCCCCCCCCc1ccco1	x	1%

nr	p53ts 32C kill	p53ts 39C kill
9	6%[9.22 µM]	3%[9.22 µM]
10	-7%	-13%
11	-2%[20.6 µM]	6%[20.6 µM]
12	-1%	-7%
13	-6%	-12%
14	13%	7%
15	-20%	-1%
16	-9%	-9%

# (more compounds)
nr	Molecule	IkB signaling	Peg3 imprint
17	COc1ccc(-c2nc(C#N)c(N3CCN(c4ccccc4)CC3)o2)cc1	0.2%	-10%
18	CCc1cccc(NC(=O)CC2Oc3ccc(C)cc3NC2=O)c1 (stereo unspecified)	-0.7%	10%[10.9 µM]
19	Cc1cc(C)n(C(=O)CNc2cccc(Cl)c2C)n1	-0.1%	-14%
20	Cc1cc(NC(=O)C2CC(=O)OC2c2ccccc2)no1 (stereo unspecified)	-0.6%	8%
21	O=C(c1cc(-c2ccc(O)cc2)on1)N1CCN(c2ccccc2)CC1	u	5%[10.9 µM]
22	O=C(Cc1c(C(=O)O)[nH]c2ccccc12)NCCN1CCN(c2ccccc2F)CC1	1.4%	-10%
23	CCc1c(C)c2ccc(O)c(CN3CCN(c4ccccc4)CC3)c2oc1=O	-2.9%	-7%[10.9 µM]
24	O=C(CSc1nnc2sc3ccccc3n12)N1CCN(c2ccccc2)CC1	0.8%	-1%

nr	p53ts 32C kill	p53ts 39C kill
17	-3%	-11%
18	13%	-4%
19	-6%	4%
20	11%	-6%
21	21%	0%
22	0%	-9%
23	u	u
24	1%	-5%

# (further entries)
nr	Molecule	IkB signaling	Peg3 imprint
25	Cc1ccc(-c2cn3c(n2)sc2cc(C(=O)NC4CCCCCC4)ccc23)cc1	u	-9%[10.9 µM]
26	COc1cccc(C(=O)NCc2cn3ccccc3n2)c1	u	-12%[10.9 µM]
27	CCC(=O)N1CCc2cc(Br)cc(S(=O)(=O)CCC(=O)NCc3ccc(C)cc3)c21	u	3%[10.9 µM]
28	CCC(C)NC(=O)CCc1c(C)nc2cc(-c3ccc(OC)cc3OC)nn2c1C (stereo unspecified)	u	-5%[10.9 µM]
29	NC(C(=O)O)C(O)C(=O)O (stereo unspecified)	x	-8%
30	Cc1ccc(CN(C)CCc2ccccn2)cc1	0.1%	-10%
31	O=C(O)CSC(NC(=O)c1cccnc1)(C(F)(F)F)C(F)(F)F	-1.2%	-5%
32	Cc1ccc(Nc2c(-c3ccc(N4CCOCC4)cc3)nc3ccc(C)cn23)cc1	-1.3%	-8%[10.9 µM]

nr	p53ts 32C kill	p53ts 39C kill
25	-5%	-19%
26	-6%	-7%
27	0%	11%
28	4%	-6%
29	2%	11%
30	3%	-5%
31	-11%	-9%
32	4%	16%

# Next results follow.
nr	Molecule	IkB signaling	Peg3 imprint
33	CCN(CC)S(=O)(=O)c1nnc(NC(=O)c2ccccc2Cl)s1	0.4%	-11%[10.9 µM]
34	Cc1nc2cnc(N3CCN(C)CC3)nc2n(C[C@H]2CCCO2)c1=O	-0.4%[11.4 µM]	-12%
35	CCOc1ccc(CNC(=O)C2CCCN(c3nc4c(C)cc(C)cc4s3)C2)cc1 (stereo unspecified)	-0.1%	17%[10.9 µM]
36	Cc1ccc(Nc2nc(N)nc(CN3CCN(Cc4ccc5c(c4)OCO5)CC3)n2)c(C)c1	1.8%	-8%
37	Cc1ccc(/C(O)=C2\C(=O)C(=O)N(CCN(C)C)C2c2ccccc2F)cc1 (stereo unspecified)	-0.2%	-6%
38	N[C@H](CO)C(=O)NCC(=O)O	1.1%[11.4 µM]	17%[10.9 µM]
39	O=C(Nc1ccc(F)cc1F)N1CCCCC1c1cccnc1 (stereo unspecified)	3.2%	-3%
40	COC(=O)[C@@]1(Cc2ccc(OC)cc2)[C@H]2c3cc(C(=O)N(C)C)n(Cc4cc(C)n(C)n4)c3C[C@H]2CN1C(=O)c1ccccc1	x	-3%

nr	p53ts 32C kill	p53ts 39C kill
33	-3%	-2%
34	1%	5%
35	1%	-15%
36	2%	-1%
37	-5%	6%
38	5%[9.22 µM]	2%[9.22 µM]
39	26%	14%
40	5%	-2%

# The results go on.
nr	Molecule	IkB signaling	Peg3 imprint
41	O=C(Nc1ccc(N2CCN(C(=O)c3ccco3)CC2)c(Cl)c1)c1cccs1	u	-19%
42	Cc1ccc(-n2c(SCc3ccccc3C)nc3[nH]ncc3c2=O)cc1C	u	-12%[10.9 µM]
43	Cc1ccc(C)c(NC(=O)CSc2c3c(nc4ccc(Cl)cc24)CCCC3)c1	u	-12%[10.9 µM]
44	Cc1ccc(C)c(-n2c(CCC(=O)O)ccc2-c2ccc(Cl)cc2)c1	u	-6%[10.9 µM]
45	O=C(Nc1ccc(Br)c(Cl)c1)c1ccco1	u	-41%[inhibitor]
46	Cc1cc(Cl)ccc1OCC(=O)NCCCCc1ccccc1	x	x
47	O=c1c2ccccc2n(Cc2ccc(Cl)cc2)c(=O)n1Cc1ccco1	1.3%	-23%
48	CCOCCCNC(=O)c1[nH]c(C)c(C(C)=O)c1C	-0.6%	-13%

nr	p53ts 32C kill	p53ts 39C kill
41	-13%	-11%
42	15%	25µM*
43	-21%	-30%
44	12%	18%
45	-9%	-9%
46	27%	-11%
47	-6%	-12%
48	-3%	-9%

# Continuation.
nr	Molecule	IkB signaling	Peg3 imprint
49	N#Cc1c(N)nc2c(c1-c1ccncc1)CCCCCC2	0.1%	-12%
50	CCCNc1ccc(-c2nc(-c3ccccn3)no2)cc1[N+](=O)[O-]	-0.3%	16%[10.9 µM]
51	COc1ccc(-c2c(C)n([O-])c3c([n+]2=O)CCC3)cc1OC	-4.6%	-14%
52	CCOc1ccc(C(=O)OCn2nnc3ccccc3c2=O)cc1OC	-2.6%	-6%
53	Cc1ccc(C)c(NC(=O)c2cc(S(=O)(=O)N3CCCCCC3)ccc2F)c1	1.2%	-17%[10.9 µM]
54	CC(=O)OC[C@@H]1O[C@H](C/C=N\O[C@@H]2O[C@H](COC(C)=O)[C@@H](OC(C)=O)[C@H](OC(C)=O)[C@H]2OC(C)=O)C=C[C@@H]1OC(C)=O	x	x
55	Cc1ccc(S(=O)(=O)N2CCCc3cc(NS(=O)(=O)c4ccc(F)c(C)c4)ccc32)cc1	u	-9%[10.9 µM]
56	CC(C)C(c1nnnn1C1CCCC1)N1CCOCC1 (stereo unspecified)	x	x

nr	p53ts 32C kill	p53ts 39C kill
49	0%	4%
50	-2%	20%
51	7%	4%
52	16%	9%
53	-1%	-15%
54	9%[9.22 µM]	13%[9.22 µM]
55	29%	-8%
56	-2%	23%

# Entries of single compounds from above.
# O=C(Nc1ccc(Br)c(Cl)c1)c1ccco1 as listed: IkB signaling = u; Peg3 imprint = -41%[inhibitor]; p53ts 32C kill = -9%; p53ts 39C kill = -9%
# Cc1ncc(CN=Cc2ccc(Cl)cc2)c(N)n1 as listed: IkB signaling = -0.4%[11.4 µM]; Peg3 imprint = -9%[10.9 µM]; p53ts 32C kill = 6%[9.22 µM]; p53ts 39C kill = 3%[9.22 µM]

# (next part)
nr	Molecule	IkB signaling	Peg3 imprint
57	C=CCc1cc(C(=O)N2CCCCC2)ccc1O	0.7%	-13%
58	COc1ccc(OCc2nnc(SCC(N)=O)n2-c2ccccc2OC)cc1	u	4%
59	CCOC(=O)N1CCN(C(=O)c2sc3nc(-c4ccc(F)cc4)cn3c2C)CC1	0.6%	-30%[inhibitor]
60	Cc1cccc(CC(=O)Nc2ccc3nc(N4CCC(C)CC4)cc(C)c3c2)c1	0.4%	-15%[10.9 µM]
61	CCCCn1c(-c2ccoc2C)n[nH]c1=S	x	x
62	COc1ccc(-c2nc(C#N)c(NCC3CCCO3)o2)cc1OC (stereo unspecified)	-3.1%	-33%[inhibitor]
63	COCCCNC(=O)C1CCCN(S(=O)(=O)c2ccc3c(c2)oc(=O)n3C)C1 (stereo unspecified)	u	-11%[10.9 µM]
64	COc1cc(-c2nnc(SCC(=O)c3ccc(C)cc3)o2)cc(OC)c1OC	2.6%	-13%

nr	p53ts 32C kill	p53ts 39C kill
57	12%	10%
58	6%	18%
59	-8%	5%
60	-13%	-2%
61	-7%	14%
62	-17%	-13%
63	-6%	-7%
64	-11%	-20%

# Remaining list, next part.
nr	Molecule	IkB signaling	Peg3 imprint
65	CC(=O)OCC1OC(C#CC(C)(C)C)C=CC1OC(C)=O (stereo unspecified)	x	x
66	CCc1ccc(NC(=O)CSc2ccc(-c3ccccn3)nn2)cc1	0.9%	-19%[10.9 µM]
67	CC(=O)c1ccc(OCC(O)CN2CCN(CCO)CC2)cc1 (stereo unspecified)	-0.8%	4%
68	COc1ccc(C)cc1NS(=O)(=O)c1cc2c3c(c1)CC(=O)N3CCC2	-0.6%	-8%[10.9 µM]
69	Clc1ccc(-c2csc(-c3nc(-c4ccc(Br)s4)cs3)n2)cc1	0.0%	-9%[10.9 µM]
70	O=C(Oc1ccccc1)N1CCC2(CCCN(c3ccc(-c4ccccc4)cc3)C2)CC1	7.0%[11.4 µM]	x
71	O=C(CSc1nnc(-c2ccccc2Br)o1)N1CCc2ccccc2C1	u	0%
72	COc1ccc(NC(=O)c2sc3nc(-c4cc5cccc(OC)c5oc4=O)[nH]c(=O)c3c2C)cc1	-1.8%	u

nr	p53ts 32C kill	p53ts 39C kill
65	7%&-1%[9.22 µM]	-2%&6%[9.22 µM]
66	-11%	-17%
67	3%	-4%
68	-8%	-2%
69	7%	7%
70	-27%	-16%
71	-2%	-17%
72	3%	-11%

# Remaining list, next part.
nr	Molecule	IkB signaling	Peg3 imprint
73	Cc1ccc(C)c(N2CCN(C(=O)Cn3c(C)c4cnn(-c5ccccc5)c(=O)c4c3C)CC2)c1	7.2%	-12%[10.9 µM]
74	Cc1ccc(NC(=O)Cn2cccc2)c(Br)c1	-2.2%	-2%
75	CC(C)c1ccc(NC(=O)CSC2=Nc3ccccc3C3=NC(CC(=O)NCc4ccc(F)cc4)C(=O)N23)cc1 (stereo unspecified)	-1.0%	2%[10.9 µM]
76	CCOC(=O)c1nn(-c2cc(C(=O)OC)cc(C(=O)OC)c2)cc1O	-0.9%	20%
77	COc1ccc(-c2noc(-c3cccnc3NCc3ccco3)n2)cc1	-1.1%	-12%[10.9 µM]

nr	p53ts 32C kill	p53ts 39C kill
73	0%	-29%
74	13%	-13%
75	30%	9%
76	-8%	-7%
77	9%	16%

# Screening data deposited in PubChem by National Center for Advancing Translational Sciences (NCATS).
